TWEAK Fn14 block – inhibitors of TWEAK-Fn14 signaling, primary screen, luciferase reporter cells, uHTS; TWEAK-stimulated Fn14 reporter cells, luciferase luminescence, 8 h; inhibition, % at 10 µM; actives 2% (n = 360,000); in the data active means inhibition above about 50%
TRAIL sens C8 – viability loss with TRAIL in NB7+C8 cells, primary screen, TRAIL sensitizer project, cell-based, ATPlite luminescence | inhibition (viability loss, TRAIL sensitization), % at 10 µM | actives 1% (n = 360,000) | AID 624354, 2012;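 active means compounds causing at least 50% loss of cell viability in the single-dose screen, relative to plate controls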
TRPM1 prom inh – inhibitors of MITF-dependent TRPM1 promoter reporter, primary screen, cell-based, SK-MEL-5, single point, luciferase; inhibition, % at 12.5 µM; actives 0.83% (n = 330,000); SK-MEL-5 TRPM1 promoter luciferase, 24 h; AID 488899, 2010;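 active means mean inhibition across replicates of 60% or more, whatever share of single replicates reaches that level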; further: values of inactives mirror those of a sister screen read the other way
Peg3 promoter – Peg3 promoter-driven luciferase inhibitors, primary screen, cell-based, HeLa, luciferase luminescence; HeLa PEG-Prom luciferase reporter, overnight; actives 1.7% (n = 360,000); inhibition, % at 20 µM;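 active means inhibition of at least 50% at 20 µM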
NR2E3 ag-1 – inhibitors of NR2E3-RetCOR corepressor binding, primary screen, NR2E3 agonist project, biochemical, TR-FRET, GST-NR2E3, biotin-RetCOR | Photoreceptor-specific nuclear receptor (Homo sapiens), Q9Y5X4 | 1536-well | AID 2300, 2010 | inhibition of corepressor binding, % at 4.78 µM | actives 0.12% (n = 320,000);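 active means percent inhibition above the cutoff of mean plus 3 SD of all tested compounds, set per screening campaign, cut at about 20% in these data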;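 further: 0% = DMSO wells and 100% = biotin wells as full block of FRET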
Target sequence (Q9Y5X4 whole entry, looked up): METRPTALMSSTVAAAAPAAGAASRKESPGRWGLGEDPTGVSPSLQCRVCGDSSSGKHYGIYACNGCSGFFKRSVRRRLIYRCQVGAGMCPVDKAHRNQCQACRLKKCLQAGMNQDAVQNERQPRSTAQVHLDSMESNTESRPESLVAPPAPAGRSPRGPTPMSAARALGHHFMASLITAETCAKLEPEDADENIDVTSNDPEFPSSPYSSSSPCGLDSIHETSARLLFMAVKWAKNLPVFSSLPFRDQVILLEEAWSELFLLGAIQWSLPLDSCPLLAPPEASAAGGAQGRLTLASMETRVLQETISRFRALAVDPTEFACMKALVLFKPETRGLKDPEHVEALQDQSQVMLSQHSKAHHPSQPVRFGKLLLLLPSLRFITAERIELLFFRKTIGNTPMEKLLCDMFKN
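Test system: GST-NR2E3 and biotin-RetCOR proteins | Quantity: 1.35 nM GST-tagged NR2E3 final | Medium: Tris pH 7.5 | Also added: 7 nM biotin-RetCOR | Dosing: Compound at 4.8 µM, single dose | Timing: 5 h at 4 °C | Detection: Time-resolved FRET | Read-out basis: Percent inhibition | Benchmarks: Biotin wells as high control, 0.6% DMSO wells as low control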
TROY NFkB inh – inhibitors of TROY-driven NF-kB signaling, primary screen, Q293 LMP1-TROYcd cells, NF-kB luciferase, uHTS. inhibition, % at 10 µM. actives 0.98% (n = 360,000). AID 1347056, 2019. Q293 LMP1-TROYcd NF-kB luciferase reporter, 4 h;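 active means compounds whose plate-normalised and pattern-corrected inhibition of the luciferase reporter signal at the single screening dose is 50% or more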
CF NFkB inh – inhibitors of PAF-induced NF-kB signaling, primary screen, cell-based, GFP fluorescence, uHTS. KKLEB NF-kB-GFP reporter, GFP fluorescence overnight. inhibition, % at 5 µM. actives 0.86% (n = 360,000). AID 588850, 2011;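 active means at least 50% inhibition at 5 µM, scaled per plate between neutral and stimulator controls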;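 further: PAF is a Pseudomonas aeruginosa culture filtrate used as stimulus; plate controls were PAF-stimulated DMSO wells for no effect and unstimulated DMSO wells for full effect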
NR2E3 ag-2 – NR2E3 agonists in two-hybrid cells, primary screen, cell-based, luminescence, CHO-S, Gal4-NCOR/VP16-NR2E3. Photoreceptor-specific nuclear receptor (Homo sapiens), Q9Y5X4. luciferase. inhibition of corepressor binding, % at 3.98 µM. actives 0.35% (n = 360,000). AID 602229, 2012;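 active means inhibition above the mean of all tested compounds plus 3 SD, cut at about 70% in these data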;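 further: 0% = DMSO with NR2E3 transfected cells and 100% = cells lacking NR2E3 construct; higher means lower luciferase signal from less NR2E3 corepressor binding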
HIF-2a inh – HIF-2a reporter inhibitors, primary screen, luminescence, 786-0 RCC cells; 786-0 RCC cells HIF-2a reporter, luciferase luminescence, overnight; inhibition, % at 18.8 µM; actives 0.72% (n = 360,000); AID 624352, 2012;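 active means inhibition of the luminescence signal of 40% or more relative to plate controls, in a single-dose primary screen at 18.75 µM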
Shn3 3UTR inh – reduction of Shn3 3'UTR firefly luciferase signal, primary screen, Schnurri-3 inhibitor project, cell-based, Clone20 osteoblasts, set 2. Clone20 osteoblast Shn3 3'UTR firefly luciferase, 24 h. actives 0.52% (n = 360,000). inhibition, % at 12.5 µM;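 active means mean inhibition of at least 75% with every replicate also reaching 75%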;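 further: 0% = median of neutral control wells and 100% = pilot-screen positive control compound; some compounds past the cut are filed as inactive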
KKLEB tox – cytotoxicity in KKLEB CF airway cells, primary screen, cytotoxicity control for CF NF-kB inhibitor project, cell-based, uHTS, fluorescence assay plates; actives 0.36% (n = 360,000); KKLEB CF airway cells viability, ATPlite luminescence, overnight; stronger effect = lower value; cells stimulated with P. aeruginosa culture filtrate; AID 602141, 2011; activity change (cytotoxicity), % at 5 µM;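 active means corrected activity change at or below -50% at 5 µM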
An asterisk follows results filed as active; / = not tested or not shown. This is a subset; the hit share may differ from the screen's.

SMILES	TWEAK Fn14 block	TRAIL sens C8	TRPM1 prom inh	Peg3 promoter	NR2E3 ag-1	TROY NFkB inh	CF NFkB inh	NR2E3 ag-2	HIF-2a inh	Shn3 3UTR inh	KKLEB tox
Cc1ccc(S(=O)(=O)NC(C(=O)Oc2ccc3c(C(F)(F)F)cc(=O)oc3c2)c2ccccc2)cc1 (stereo not drawn)	-11	-3	2	-7	2	14	-1	-2	1	-11	0
O=C1C(Cc2ccccc2)C(c2ccccc2)N1c1ccccc1 (stereo not drawn)	6	-15	5	24	2	-12	-8	-4	8	16	-8
CN(C)S(=O)(=O)c1cc(C(=O)NCc2ccccc2)c(Cl)cc1Cl	2	-10	0	5	1	7	-7	-26	4	7	9
COc1ccc(C(=O)NC2CCN(C(=S)Nc3ccccc3C)CC2)cc1	26	7	4	15	0	-10	-4	-24	8	15	-2
CCOC(=O)CC(c1ccc([N+](=O)[O-])cc1)n1c(C)ccc1C (stereo not drawn)	7	3	-4	5	-2	0	3	7	17	-15	-23
O=C(O)c1ccc(Cn2cnc3scc(-c4ccccc4)c3c2=O)cc1	-4	-11	-1	-7	-1	10	-13	17	23	8	1
CCOC(=O)N1CCN(C(=O)CNS(=O)(=O)c2c(C)cc(C)cc2C)CC1	-3	-16	0	7	-3	-24	1	6	3	-11	-6
CCC(C)NC(=O)/C=C/c1cccs1 (stereo not drawn)	-12	4	3	-16	0	2	-25	10	-20	-14	4
Cn1c(N)c(C(=O)CNC2CCCCC2)c(=O)n(C)c1=O	-16	10	-10	18	-4	-11	10	-41	8	12	3
COc1ccc(C2C(C(=O)Nc3cccc(C)n3)c3ccccc3C(=O)N2C)cc1OC (stereo not drawn)	-2	2	3	10	1	1	-28	-7	6	12	10
CSc1nc2sc3c(c2c(=O)[nH]1)CCC(C)C3 (stereo not drawn)	-20	6	-28	-121	7	-48	-10	-11	-85	-26	7
O=C(Nc1ccccc1NC(=O)c1csnn1)c1csnn1	-1	-1	/	-6	3	6	-11	8	11	5	1
CCCCn1nnnc1C(c1ccccc1)N1CCN(c2ccc(C(F)(F)F)cn2)CC1 (stereo not drawn)	2	11	/	/	/	17	/	-6	21	/	/
COc1ccc(S(=O)(=O)N(C(=O)C(C)C)c2ccc3oc(=O)sc3c2)cc1	15	-7	8	2	6	1	-17	-22	8	-28	37
CCCCc1ccc(NC(=O)C(=O)NCCN2CCN(C(=O)c3ccc([N+](=O)[O-])cc3)CC2)cc1	17	1	14	10	1	10	-18	-5	4	71	2
Cc1ccc2cc(C#N)c(N3CCCN(C(=O)C4CCCO4)CC3)nc2c1C (stereo not drawn)	12	6	1	2	7	3	-12	-17	8	4	0
OCCNCc1cccc(OCc2ccc(Cl)cc2)c1	-11	17	-18	-46	4	-47	-10	-19	-70	-8	6
O=C(NN=Cc1ccc2c(c1)CCC2)c1ccccc1[N+](=O)[O-]	-43	9	/	-26	/	-12	-60	2	-97	-10	5
Brc1ccc(CN2C3=NCCCN3c3ccccc32)cc1	-3	-5	-4	27	0	11	-3	6	21	21	-3
O=Cc1ccc(C(=O)OCC(=O)NC(=O)Nc2ccccc2F)cc1	-28	2	14	-3	/	5	-29	-7	-18	0	4

2 successive records already listed:
SMILES	TWEAK Fn14 block	TRAIL sens C8	TRPM1 prom inh	Peg3 promoter	NR2E3 ag-1	TROY NFkB inh	CF NFkB inh	NR2E3 ag-2	HIF-2a inh	Shn3 3UTR inh	KKLEB tox
Cc1ccc(S(=O)(=O)NC(C(=O)Oc2ccc3c(C(F)(F)F)cc(=O)oc3c2)c2ccccc2)cc1 (stereo not drawn)	-11	-3	2	-7	2	14	-1	-2	1	-11	0
O=C1C(Cc2ccccc2)C(c2ccccc2)N1c1ccccc1 (stereo not drawn)	6	-15	5	24	2	-12	-8	-4	8	16	-8

Remaining list, next part
SMILES	TWEAK Fn14 block	TRAIL sens C8	TRPM1 prom inh	Peg3 promoter	NR2E3 ag-1	TROY NFkB inh	CF NFkB inh	NR2E3 ag-2	HIF-2a inh	Shn3 3UTR inh	KKLEB tox
Cc1ccc(CNC(=O)c2nccnc2C(=O)O)cc1	21	-9	1	7	-3	-22	-14	10	-1	-45	2
CCOC(=O)N1CCN(CC(=O)Nc2ccc(F)cc2F)CC1	0	-1	-2	-4	4	-22	5	-26	-7	-49	1
CCN(CC)CCOC(=O)C1(c2ccc(OC)c(OC)c2)CCCC1	-10	7	-9	0	7	2	12	-8	-30	-21	-16
CC(=O)N1[C@@H]2CC3C4CC=C5C[C@@H](O)CC[C@]5(C)C4CC[C@]3(C)[C@@]21C(C)=O (stereo partly drawn)	-5	-2	-3	7	-4	-14	-21	-3	25	-17	5
Cc1ccc(C(=O)CC2(O)C(=O)N(Cc3ccccc3Cl)c3ccccc32)o1 (stereo not drawn)	45	6	10	32	-2	/	0	0	22	20	2
CCOC(=O)c1sc(=NC(=O)c2ccc(S(=O)(=O)N3CC(C)OC(C)C3)cc2)n(C)c1C (stereo not drawn)	-8	7	2	-35	-3	-5	-2	-21	-8	-6	5
CC1(C)CC(=O)C=C(c2cccc3c2Oc2ccccc2S3)C1	-1	0	-14	14	-1	-3	17	-19	7	22	-20
O=C(N/N=C/C(Br)=C/c1ccccc1)c1ccccc1[N+](=O)[O-]	0	17	-15	-34	3	-41	-7	-13	-65	-56	4
OC[C@@H]1CN(Cc2ccc(-c3ccccc3)cc2)C[C@H](n2cnc3c(NCc4ccco4)ncnc32)O1	23	3	/	45	/	19	19	70	-16	80	3
COc1cc(/C=N/n2cnnc2)ccc1OCc1ccccc1	-7	-8	-32	-74	0	-64	-28	-10	16	-22	-12
CC1CC2(CCCC2)N(C(=O)N(C)C)c2ccc(F)cc21 (stereo not drawn)	32	-4	9	-1	2	1	14	-1	6	7	-6
COc1ccc(C(=O)N2CCC(NC(=O)C(Cc3ccccc3OC)NC(C)=O)CC2)cc1 (stereo not drawn)	5	19	12	6	/	5	-10	2	-1	-11	9
CC(C)NC(=O)C(=O)NCCC1CCCCN1S(=O)(=O)c1cccs1 (stereo not drawn)	-6	4	-8	15	1	7	0	-5	16	-23	-9
COC(=O)C1=C(C)NC(=O)NC1c1ccc(-c2ccccc2Cl)o1 (stereo not drawn)	0	-3	8	4	-2	-5	4	-54	24	16	0
C#CCNC(=O)C1=C[C@@H](c2ccc(C#C)cc2)C[C@@H](OCc2ccc(CO)cc2)O1	-11	9	-8	-29	3	-31	18	-15	-31	-7	-11
COc1ccc(/C=N\Nc2ccccc2[N+](=O)[O-])c(C(=O)O)c1OC	19	2	1	2	-2	8	-4	-31	-5	-12	-4
Cc1ccc(NC2CC(=O)N(CCc3ccccc3)C2=O)cc1 (stereo not drawn)	-14	-9	-3	-45	3	15	12	1	-78	-26	-2
CNC(=O)CN(Cc1ccccc1)S(=O)(=O)c1ccccc1	-13	1	7	-1	-1	-8	-10	-10	22	-13	-11
Cc1nc2cc(C(=O)OCC(=O)Nc3ccc(C#N)cc3)ccc2n1-c1ccccc1	-15	10	6	-24	3	-3	-7	6	-14	-12	6
CC(CCc1ccccc1)NC(=O)c1ccccc1C(=O)O (stereo not drawn)	6	-4	4	7	-2	-15	-8	-15	11	-6	2

Whole records, looked up by structure:
CSc1nc2sc3c(c2c(=O)[nH]1)CCC(C)C3 (stereo not drawn) is listed with TWEAK Fn14 block: -20; TRAIL sens C8: 6; TRPM1 prom inh: -28; Peg3 promoter: -121; NR2E3 ag-1: 7; TROY NFkB inh: -48; CF NFkB inh: -10; NR2E3 ag-2: -11; HIF-2a inh: -85; Shn3 3UTR inh: -26; KKLEB tox: 7
CCN(CC)CCOC(=O)C1(c2ccc(OC)c(OC)c2)CCCC1 is listed with TWEAK Fn14 block: -10; TRAIL sens C8: 7; TRPM1 prom inh: -9; Peg3 promoter: 0; NR2E3 ag-1: 7; TROY NFkB inh: 2; CF NFkB inh: 12; NR2E3 ag-2: -8; HIF-2a inh: -30; Shn3 3UTR inh: -21; KKLEB tox: -16
COc1ccc(C(=O)NC2CCN(C(=S)Nc3ccccc3C)CC2)cc1 is listed with TWEAK Fn14 block: 26; TRAIL sens C8: 7; TRPM1 prom inh: 4; Peg3 promoter: 15; NR2E3 ag-1: 0; TROY NFkB inh: -10; CF NFkB inh: -4; NR2E3 ag-2: -24; HIF-2a inh: 8; Shn3 3UTR inh: 15; KKLEB tox: -2

(cont.)
SMILES	TWEAK Fn14 block	TRAIL sens C8	TRPM1 prom inh	Peg3 promoter	NR2E3 ag-1	TROY NFkB inh	CF NFkB inh	NR2E3 ag-2	HIF-2a inh	Shn3 3UTR inh	KKLEB tox
CNC(=O)CC1C(=O)N(c2ccc(F)cc2)C(=S)N1NC(=O)c1ccc(Cl)cc1 (stereo not drawn)	-4	-20	1	-74	-3	-10	1	-39	-75	5	2
COc1cc(-c2cnc3c(NC=O)cc(-c4ccc(S(C)(=O)=O)cc4)cn23)cc(OC)c1OC	-13	10	/	23	/	0	27	-16	13	6	-11
O=C(Cc1cccs1)Nc1nnc(SCc2ccc(Br)cc2)s1	-34	9	8	-9	-4	-9	25	-15	-17	9	-36
CCc1ccccc1NC1=CC(=O)CC(C)(C)C1	-4	3	0	7	6	8	-13	-13	20	8	8
CCN(CC)CCNC(=O)/C(=N\O)c1ccccn1	-4	3	-3	4	0	5	-10	-1	8	3	8
COc1cc(/C=C(\C#N)c2ccccn2)ccc1OCc1ccccc1	-8	-7	-38	-68	0	-71	-8	-36	-139	2	7

Just NR2E3 ag-1 and CF NFkB inh, for two of the compounds above:
smiles | NR2E3 ag-1 | CF NFkB inh
O=C(Cc1cccs1)Nc1nnc(SCc2ccc(Br)cc2)s1 | -4 | 25
CCc1ccccc1NC1=CC(=O)CC(C)(C)C1 | 6 | -13

From PubChem
